FAK blocker = blocks human focal adhesion kinase activity; AID 727; Q05397; biochemical FAK kinase activity assay; 97,000 compounds, 0.84% hits; inhibition, %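 (tested at 7 µM)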; in the data active = inhibition above about 19%;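 note: 0% = DMSO and 100% = reference compound high control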
Target sequence (Q05397 whole entry, looked up): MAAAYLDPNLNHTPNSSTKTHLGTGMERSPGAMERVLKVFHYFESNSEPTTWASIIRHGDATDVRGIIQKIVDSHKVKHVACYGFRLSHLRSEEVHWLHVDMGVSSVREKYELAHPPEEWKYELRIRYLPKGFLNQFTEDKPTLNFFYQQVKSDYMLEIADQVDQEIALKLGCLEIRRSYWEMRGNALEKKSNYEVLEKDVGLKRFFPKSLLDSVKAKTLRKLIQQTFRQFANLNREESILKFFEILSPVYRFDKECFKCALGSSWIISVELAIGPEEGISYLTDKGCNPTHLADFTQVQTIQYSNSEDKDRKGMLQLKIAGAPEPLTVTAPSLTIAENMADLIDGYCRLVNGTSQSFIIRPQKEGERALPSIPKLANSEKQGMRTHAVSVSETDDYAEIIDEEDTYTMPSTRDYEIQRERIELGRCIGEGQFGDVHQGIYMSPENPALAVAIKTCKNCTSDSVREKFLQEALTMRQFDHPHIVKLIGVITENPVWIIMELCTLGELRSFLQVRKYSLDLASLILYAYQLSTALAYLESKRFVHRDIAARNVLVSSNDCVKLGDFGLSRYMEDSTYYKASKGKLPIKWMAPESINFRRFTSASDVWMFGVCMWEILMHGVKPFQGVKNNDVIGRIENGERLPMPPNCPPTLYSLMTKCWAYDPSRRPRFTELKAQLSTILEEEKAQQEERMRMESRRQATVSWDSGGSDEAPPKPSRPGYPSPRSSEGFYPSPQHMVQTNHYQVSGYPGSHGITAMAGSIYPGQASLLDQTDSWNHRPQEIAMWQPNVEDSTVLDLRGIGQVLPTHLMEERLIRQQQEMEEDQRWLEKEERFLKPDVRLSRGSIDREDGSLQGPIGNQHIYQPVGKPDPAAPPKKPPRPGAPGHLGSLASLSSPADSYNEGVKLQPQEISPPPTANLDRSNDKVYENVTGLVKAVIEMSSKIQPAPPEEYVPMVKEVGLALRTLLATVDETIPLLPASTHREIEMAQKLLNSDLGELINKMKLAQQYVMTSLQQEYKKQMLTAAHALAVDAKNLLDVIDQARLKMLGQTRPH
ERa coact inh = blocks coactivator binding to human estrogen receptor alpha; P03372; TR-FRET ER-alpha LBD / SRC-1 peptide, estradiol-bound; 86,000 compounds, 1.7% hits; inhibition, % at 25.6 µM; AID 629; in the data active = inhibition above about 50%;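 note: 0% = receptor plus peptide control and 100% = peptide only without receptor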
PLK1 PBD inh = inhibitors of human Plk1 polo box domain binding. Plk1 PBD phosphopeptide binding, fluorescence polarization. P53350. 97,000 compounds, 0.13% hits. inhibition, %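 (tested at about 20 µM)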; in the data active = inhibition above about 34%, passing the limit was not always enough
PLK1 kinase inh = inhibitors of human PLK1 kinase; 97,000 compounds, 0.53% hits; inhibition, % at 10 µM; AID 619; P53350; recombinant PLK1 kinase, TR-FRET peptide phosphorylation;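 active = inhibition of 50% or more in the single-concentration screen; inactive = inhibition below 50%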;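 note: 0% = DMSO max control and 100% = H-89 dihydrochloride min control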
CD11b adhes inh = CD11b/CD18-fibrinogen binding inhibition; P05107+P11215; K562 CD11b/CD18 adhesion to fibrinogen, ATPlite luminescence; Mn2+ added to activate the integrin; inhibition, % at 10 µM; 93,000 compounds, 0.54% hits; AID 1497;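 active = primary inhibition of 50% or more at 10 µM, then 40% or more on retest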; note: some results filed as inactive read as strong as hits
ERa SRC1 pot = ER-alpha (human) coactivator binding potentiation. 86,000 compounds, 1.3% hits. coactivator binding (% of control), % at 25.6 µM. P03372. TR-FRET ERalpha-LBD/SRC-Cy5 coactivator binding, 2 h; 100 = basal binding, no effect; in the data active = activity above about 200%;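 note: binding measured in presence of low estradiol as agonist stimulus; 0% = peptide alone without receptor and 100% = receptor with peptide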
ERb coact inh = blocks coactivator binding to human estrogen receptor beta | 86,000 compounds, 1.3% hits | TR-FRET ER-beta LBD / SRC1-Cy5 peptide binding; receptor agonist-loaded with 1 µM estradiol | inhibition, % at 25.6 µM | AID 633 | Q92731;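 active = compounds whose percent inhibition of the receptor-coactivator binding signal exceeds about 50% in the single-dose screen, limit read from the data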;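 note: 0% = receptor plus peptide wells without compound and 100% = peptide-only wells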
Mac1 fbg enh = CD11b/CD18-fibrinogen binding enhancement; P05107+P11215; K562 CD11b/CD18 adhesion to fibrinogen, ATPlite luminescence; activation, % at 10 µM; 93,000 compounds, 0.07% hits; AID 1499;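 active = 10 µM primary screen giving 50% or more activity, confirmed by 40% or more on retest at that dose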; note: strong numbers were not always called active
HIV Rev-RRE inh = HIV Rev-RRE protein-RNA interaction inhibition. 97,000 compounds, 0.79% hits. inhibition, % at 8 µM. P05866. Rev peptide-RRE RNA binding, FRET. AID 704;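 active = inhibition above the screen-wide mean plus 3 SD, cut at about 35% in these data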;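 note: 0% = median DMSO wells and 100% = median Neomycin B control wells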
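System: Cy5-labelled duplex RRE RNA binding fluorescein-labelled HIV Rev peptide; Signal: fluorescein-to-Cy5 FRET, 480 nm excitation; Also added: labelled Rev peptide; Compound: one concentration, 8 µM nominal; Buffer or medium: HEPES pH 7.5 salt buffer with EDTA; Read-out: % inhibition of FRET ratio versus controls; Schedule: 5 min preincubation and 15 min binding, 25 °C.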
An asterisk follows results filed as active; / = not tested or not shown; [ ] = remark or other dose.

smiles	FAK blocker	ERa coact inh	PLK1 PBD inh	PLK1 kinase inh	CD11b adhes inh	ERa SRC1 pot	ERb coact inh	Mac1 fbg enh	HIV Rev-RRE inh
CCCN(CCC)C(=S)NC(=O)c1ccc(-c2ccccc2)cc1	-5	/	10	-4	6	/	/	1	-5
CCCOC(=O)c1ccc(Nc2cc(C)nc3ncnn23)cc1	-4	2	0	-3	3	114	-5[fluorescence artefact?]	-6	2
CC1(c2ccc(OC(F)F)cc2)NC(=O)N(CC(=O)NC2CCCCC2)C1=O (stereo not drawn)	/	-3	/	/	6	98	-2	-1	/
C(=C/c1ccnc2nc(SC/C=C/c3ccccc3)nn12)/c1ccccc1	-6	/	-32	-1	/	/	/	/	-4
O=C1S/C(=C\c2ccc(N3CCOCC3)o2)C(=O)N1Cc1ccc(F)cc1	-4	/	-114	-6	/	/	/	/	117*[fluorescence artefact?]
N#CCCN1CCN(S(=O)(=O)c2ccc(C#N)cc2)CC1	-1	3	35	-16	0	116	5[fluorescence artefact?]	0	2
Cc1cc(/C=N/NC(=O)c2ccc(CN3CCOCC3)cc2)c(C)n1-c1ccccc1	-3	/	28	-5	-10	/	/	0	-5
O=C(NCc1ccc2c(c1)OCO2)C1(S(=O)(=O)c2ccccc2)CC1	-1	-7	5	-9	/	111	-9	/	6

Two of these compounds, reformatted.
SMILES: CCCN(CCC)C(=S)NC(=O)c1ccc(-c2ccccc2)cc1
  FAK blocker = -5 | ERa coact inh = / | PLK1 PBD inh = 10 | PLK1 kinase inh = -4 | CD11b adhes inh = 6 | ERa SRC1 pot = / | ERb coact inh = / | Mac1 fbg enh = 1 | HIV Rev-RRE inh = -5

SMILES: O=C(NCc1ccc2c(c1)OCO2)C1(S(=O)(=O)c2ccccc2)CC1
  FAK blocker = -1 | ERa coact inh = -7 | PLK1 PBD inh = 5 | PLK1 kinase inh = -9 | CD11b adhes inh = / | ERa SRC1 pot = 111 | ERb coact inh = -9 | Mac1 fbg enh = / | HIV Rev-RRE inh = 6

(further entries)
smiles	FAK blocker	ERa coact inh	PLK1 PBD inh	PLK1 kinase inh	CD11b adhes inh	ERa SRC1 pot	ERb coact inh	Mac1 fbg enh	HIV Rev-RRE inh
Cc1cc(C)c(S(=O)(=O)Nc2nnc(C)s2)c(C)c1	-10	-6	0	-12	-5	118	-7	3	4
CC(=O)Nc1c(S(=O)(=O)c2ccccc2)c2nc3ccccc3nc2n1Cc1ccccc1	-4	/	25	-7	/	/	/	/	-4
O=C(Nc1nnc(SCc2ccccc2)s1)c1ccco1	2	1	12	-13	-4	103	3	3	-1
CC(C)N(C(=O)COc1ccc(Br)cc1Cl)C(C)C	0	4	-18	-13	-5	108	-1	-3	15
CCCCNC(=S)NNC(=O)c1csc(C)c1	-1	-7	-2	-10	/	122	-9	/	8
Cc1ccc(O)c(NC(=O)C2CC(c3c(F)cccc3Cl)=NO2)c1 (stereo not drawn)	1	-9	-19	-6	-4	91	7	2	-4
CC(/C=C/c1ccccc1)=N\NC(N)=S	1	/	4	-21	3	/	/	0	-2
Nn1c(Cc2cccc3ccccc23)nnc1SCC(=O)N1CC(=O)Nc2ccccc21	-1	2	15	3	-22	64	7	0	7
CCNS(=O)(=O)c1ccc2nc(NC(=O)c3cccnc3)sc2c1	0	30	-7	-6	7	171[fluorescence artefact?]	17	-2	-1
CCC(c1nnnn1Cc1ccc2c(c1)OCO2)N1CCN(c2ccc(OC)cc2)CC1 (stereo not drawn)	0	4	1	-8	2	108	1	4	-2
Fc1ccc(-c2nnc(SCc3ncc(-c4ccccc4)o3)n2CC2CCCO2)cc1 (stereo not drawn)	-2	-12	-16	-12	4	91	-15[fluorescence artefact?]	2	2
Oc1ccccc1CNc1ccc(Br)cn1	2	-8	-3	-3	/	90	-9	/	6
CCOC(=O)N1CCC(NC(=O)c2cc3c(C)nc4ccccc4c3o2)CC1	4	-5	-7	-15	-1	104	-8	3	5
CCOc1ccc(N(C(=O)/C=C/C(=O)Nc2cc(C)on2)C(C(=O)NC2CCCC2)c2ccccc2C)cc1 (stereo not drawn)	7	/	-6	-4	/	/	/	/	4
CC(=O)Nc1ccc(S(=O)(=O)NCc2cn3c(C)csc3n2)cc1	4	5	-18	-10	/	116	4	/	9
O=C1NC2(CCCCC2)N=C1c1ccc(Br)cc1	1	0	-34	-12	-4	116	2	-2	4
Cc1c(-c2ccccc2)[n+](=O)c2c(n1[O-])CCC2	-1	-18	1	-8	/	103	1	/	8
COc1ccc(CCNC(=O)CSc2nnnn2-c2ccccc2OC)cc1OC	0	2	13	-9	16	117[fluorescence artefact?]	0[fluorescence artefact?]	-7	3
Fc1ccccc1/C=C1\CCCC2=C1Nc1ncnn1C2c1ccccc1F (stereo not drawn)	11	-1	-17	-9	16	93	7	0	9
Cc1ccc(-c2nnn(CC(=O)N(CC(=O)NC3CCCC3)c3ccc(F)c(Cl)c3)n2)o1	0	-6	-29	-13	/	106	-6	/	14
O=C(c1nn(-c2ccccc2)c(=O)c2ccccc12)N1CCN(c2ccccn2)CC1	4	1	-5	-11	/	103	-2[fluorescence artefact?]	/	6
CCOC(=O)/C(N)=C/c1ncc(C(F)(F)F)cc1Cl	4	/	0	-13	-4	/	/	11	6
CCn1nc(NC(=O)c2cccnc2)c2cc3cccc(C)c3nc21	2	-19	15	8	16	107	-25	3	7
CC(C)(C)n1nnnc1C(c1cccnc1)N(Cc1ccccc1)Cc1ccco1 (stereo not drawn)	1	1	-4	-11	/	91	-8	/	5
CCOC(=O)c1ccccc1NC(=O)CN(c1ccccc1OC)S(C)(=O)=O	-5	4	2	-18	-10	87[fluorescence artefact?]	-1[fluorescence artefact?]	-3	11
CCOC(=O)c1[nH]c(Cc2[nH]c(C(=O)OCC)c(C)c2CCC(=O)OC)c(CCC(=O)OC)c1C	-2	4	-9	-8	5	116	0	1	10
CC1=C(C(=O)OCc2ccccc2)C(c2ccsc2)C(C#N)=C(N)O1 (stereo not drawn)	2	8[fluorescence artefact?]	12	-3	/	103	18[fluorescence artefact?]	/	12
COC(=O)c1cccc(NC(=O)c2ccc3c(c2)C(=O)N(CC2CCCO2)C3=O)c1 (stereo not drawn)	3	-3	-8	-6	6	122	-2	-2	11
O=C(O)CCC(=O)NNC(=O)CCC(=O)NCc1ccccc1	-2	/	-42	-8	-7	/	/	-4	-1
Brc1ccc(Nc2c3c(nc4ncnn24)CCC3)cc1	2	-24	-15	4	/	99	-23	/	3
CCN(CC)c1nc(N(CC)CC)[nH]c(=O)n1	-2	-8	20	-8	/	101	-4	/	-3
CN(C(=O)c1coc(=O)c2ccccc12)c1ccc(F)cc1	3	-1	3	-9	4	115	-9	-3	7
CCn1c(CC(=O)Nc2ccc(Cl)c(Cl)c2)nnc1SCc1ccc(Cl)cc1	-1	/	-11	-6	/	/	/	/	12
CCCn1c(SCC(=O)Nc2nc3ccccc3s2)nc2c1c(=O)n(C)c(=O)n2C	0	1	17	2	-4	132[fluorescence artefact?]	17	-10	1
Cc1ccc(SCC2=NNC(=O)C2)cc1	12	/	12	-2	/	/	/	/	0
CCCCc1nc(S(=O)(=O)c2ccc(Cl)cc2)c(N2CCOCC2)o1	-1	-22	-14	-7	/	98	-5	/	-1
CCOc1ccc(-c2cc(C(=O)NCCCN3CCN(CC)CC3)c3ccccc3n2)cc1	2	-38[fluorescence artefact?]	-6	-9	9	101	-11	-1	10
COC(=O)c1ccc(CN(c2ccccc2OC)S(=O)(=O)c2cccs2)o1	10	-8	20	-10	-4	107	-1	7	8
Cc1cc(/C=N/NC(=O)c2cccs2)c(C)n1-c1ccccc1	1	/	2	-20	48	/	/	-4	5
CN(c1ccc(S(=O)(=O)N2CCOCC2)cn1)C1CCCCC1	4	5	-21	-4	-5	93	-6	-2	7
CN(C)c1nc(NCc2ccccc2)nc(SCC(=O)Nc2ccc(Cl)c(Cl)c2)n1	7	/	-20	-4	/	/	/	/	6
Cc1ccccc1C(=O)O/N=C(\N)c1cccc([N+](=O)[O-])c1	8	/	0	-8	/	/	/	/	4
O=C1C2CCCN2C(c2cccs2)N1c1ccc(Cl)cc1 (stereo not drawn)	-2	-8	-18	2	2	115[fluorescence artefact?]	-9	0	1
N#Cc1c(/N=C/c2ccc(Br)s2)sc2c1CCC2	1	12	-18	-12	/	77	-2	/	9
Cc1ccc(C(=O)NCCOC23CC4CC(CC(C4)C2)C3)cc1	2	/	0	-2	0	/	/	6	4
Cc1ccc(C2CC(C(F)(F)F)n3nc(C(=O)NCCN4CCOCC4)cc3N2)cc1 (stereo not drawn)	0	/	2	-18	/	/	/	/	-3
Cc1ccsc1C(=O)OCC(=O)NCc1ccc2c(c1)OCO2	/	0	/	/	-1	99	-4	0	/
O=C(CSc1nnnn1-c1ccccc1)Nc1ncc(Cc2cc(Cl)ccc2Cl)s1	-4	/	-17	-8	25	/	/	0	6
CCNC(=S)NNC(=O)c1cc(-c2cccc(OCC)c2)nc2ccccc12	0	/	-17	-16	31	/	/	-5	-3
CCOC(=O)C1CCN(C(=O)COc2cc(C)c(Br)c(C)c2)CC1	-1	5	-14	-13	-5	77	13	4	4
COc1ccc(OC)c(NC(=O)CCC(=O)Nc2nnc(C(F)(F)F)s2)c1	0	-13	7	-3	-6	117[fluorescence artefact?]	1	2	-1
CC(=O)N1CCC(N(CCCOC(C)C)C(=O)Nc2ccc(Cl)cc2)CC1	2	-9	35	-22	/	96	-5	/	11
COc1ccc(S(=O)(=O)N(Cc2cc3cc(C)ccc3[nH]c2=O)CC2CCCO2)cc1 (stereo not drawn)	-3	-7	12	-4	2	91	10	0	8
O=C1CC(c2ccccc2)n2nc(NC(=O)C3CCCO3)nc2N1 (stereo not drawn)	1	-6	-11	-15	-28	122	-5	-1	5
N#Cc1nc(-c2cccc3ccccc23)oc1NCCN1CCCCC1	2	10	23	2	17	84[fluorescence artefact?]	-15	-6	12
CC(C)(C)NC(=O)/C(=C/c1ccco1)c1ccccc1	-11	/	12	-3	/	/	/	/	6

Screens deposited in PubChem BioAssay by several laboratories.
